# USP2a inh: qHTS Assay for Inhibitors of Ubiquitin-specific Protease USP2a Using CHOP2 as the Reporter | 330,000 tested, 0.01% active | Potency, µM (top dose mostly 38.3 µM), for the others: top-dose activity change, negative = inhibition, most hits filed as inhibitors | AID 463254, 2010 | USP2 core, Ub-CHOP2 coupled fluorogenic reporter, 485/531;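 further: potency means the concentration at half of the fitted maximal effect; plate controls were DMSO wells for no effect and full inhibition by NEM control for full effect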
#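 Cell-free coupled assay: 10nM USP2 core preincubated 30min RT with compound in Tris-HCl pH 8.0/CaCl2/CHAPS buffer, then 25nM Ub-CHOP2 and 25nM reporter substrate; fluorescence (Ex 485/Em 531) read after 60min RT, normalized to NEM inhibition, concentration-response curves fitted.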
# Chronic BCR inh: qHTS Assay to Find Inhibitors of Chronic Active B-Cell Receptor Signaling; ABC-DLBCL IkBa-CBG/CBR reporter, luminescence ratio, 4 h; 340,000 tested, 0.05% active; Potency, µM (highest dose often 46.1 µM), for the others: top-dose ratio change, negative = lower green/red ratio, hits mostly inhibitors; active means well fitted inhibition curve with a large enough effect in the signal ratio, with a control signal flat, not every such curve was filed as active; inconclusive means small, poorly fitted or top-dose-only effect, or effect the other way, or a change in a side signal; the % refers to the signal ratio;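 further: potency means the concentration at half of the fitted maximal effect; plate controls were basal doxycycline-induced cells for no effect and cells given 10 µM MG132 for full effect; MG132 reads +100%, hits lower the ratio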
#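 Doxycycline induced both beetle luciferases in TMD8 lymphoma cells; IKK-driven degradation limits the IkappaBalpha-fused green signal, while red luminescence normalises for cell number and nonspecific effects. Compounds tested up to 46 uM, 4 hrs.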
# B2AR arrestin: qHTS assay of beta-arrestin-biased ligands of beta2-adrenergic receptor | Beta-2 adrenergic receptor (Homo sapiens), P07550 | beta-arrestin recruitment to beta2AR, cell-based reporter | Potency, µM (series often up to 46.1 µM), for the others: at the highest dose activation, hits mostly activators | 330,000 tested, 0.02% active | AID 492947, 2010;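 further: potency means the concentration at half of the fitted maximal effect; 0% = DMSO controls and full agonism = EC100 isoproterenol or metaproterenol; nearly all actives have a fitted effect of over 65% in size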
# PTAP TSG101 blk: qHTS Assay for Iinhibitors of HIV-1 Budding by Blocking the Interaction of PTAP/TSG101; Tumor susceptibility gene 101 protein (Homo sapiens), Q99816; Fluorescence polarization, FITC-PTAP peptide / Tsg101 binding; Potency, µM (doses to about 115 µM), for the others: top-dose activity change, negative = inhibition, most hits filed as inhibitors; 340,000 tested, under 10 active; AID 493005, 2010; active means well fitted inhibition curve with a large enough effect in the main read-out, with a control signal flat, not every such curve was filed as active; inconclusive means small, poorly fitted or top-dose-only effect, or effect the other way, or a change in a side signal; inactive means no such curve, though single readings can be large or run the other way; further: potency means the concentration at half of the fitted maximal effect; % of control where 0% means no effect
#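 Tsg101 binding domain (10 uM final) was mixed with compound and a FITC-labeled PTAP peptide (50 nM final) in HEPES pH 7.5 buffer with NaCl, Tween 20, EDTA and TCEP; fluorescence polarization was read after 20 min at r.t.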
# Mito fusion yeast: qHTS Assay for Small Molecule Inhibitors of Mitochondrial Division or Activators of Mitochondrial Fusion; S. cerevisiae fusion-defective mutant growth rescue, CellTiterGlo 48 h; Potency, µM (series often up to 46.1 µM), for the others: at the highest dose growth rescue (activation), hits mostly activators; 320,000 tested, 0.23% active;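 further: potency means the concentration at half of the fitted maximal effect; % of control where 0% means no effect; nearly all actives have a fitted effect of over 45% in size; temperature-sensitive fusion mutants such as fzo1-1 at 37 °C on non-fermentable ethanol glycerol medium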
#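 Read-out: ATP-based luminescence (CellTiterGlo, 10 min ambient) reporting growth of fusion-defective ts yeast after 48 hours at 37C on glycerol/ethanol YPEG medium in the presence of compound.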
# ELG1 repair inh: qHTS screen for small molecules that inhibit ELG1-dependent DNA repair in human embryonic kidney (HEK293T) cells expressing luciferase-tagged ELG1; HEK293T ELG1-luciferase reporter, luminescence, 16 h; DNA damage induced by 5-fluorouridine; Potency, µM (top dose mostly 46.1 µM), without a hit: at the highest dose activity change, negative = inhibition, actives largely listed as inhibitors; AID 504467, 2011; 330,000 tested, 2.3% active; further: potency means the concentration at half of the fitted maximal effect; on the % scale 0 is the no-effect control and ±100 the full control effect; nearly all actives have a fitted effect of over 55% in size
#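 Overnight (16 hr) co-exposure of 2,000 cells/well to 5-fluorouridine and compound at 37 °C preceded detection. Luciferase was quantified via ONE-Glo luminescence; loss of signal denotes inhibition.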
# Tb PFK block: qHTS Assay to Find Inhibitors of T. brucei phosphofructokinase | ATP-dependent 6-phosphofructokinase (Trypanosoma brucei brucei), O15648 | T. brucei PFK, ADP-Glo luminescence | Potency, µM (highest dose often 57.5 µM), for inactives: at the highest dose activity, negative = inhibition, most hits filed as inhibitors | 330,000 tested, 0.17% active;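 further: potency means the concentration at half of the fitted maximal effect; 0% = uninhibited 1x PFK enzyme wells and -100% = no-enzyme wells; nearly all actives have a fitted effect of over 60% in size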
#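 1.25 nM PFK with 0.5 mM F6P and 0.1 mM ATP in 0.1 M TEA pH 8.0, 5 mM MgCl2, incubated 45 min at room temperature; ADP measured by ADP-Glo luminescence; compounds titrated up to 57 uM.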
# TSHR antag: Antagonists of the Thyroid Stimulating Hormone Receptor: HTS campaign | TSHR-expressing cells, TSH-stimulated cAMP HTRF, 2 h; hits give low values | activity change, negative = inhibition, % at 11.5 µM | 330,000 tested, 0.2% active;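 active means activity change below a set negative limit, meaning inhibition stronger than a set level, cut at about -70% in these data; inconclusive means activity change between two set negative limits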; further: on the % scale 0 is the no-effect control and ±100 the full control effect
# Target sequence (P16473 whole entry, looked up): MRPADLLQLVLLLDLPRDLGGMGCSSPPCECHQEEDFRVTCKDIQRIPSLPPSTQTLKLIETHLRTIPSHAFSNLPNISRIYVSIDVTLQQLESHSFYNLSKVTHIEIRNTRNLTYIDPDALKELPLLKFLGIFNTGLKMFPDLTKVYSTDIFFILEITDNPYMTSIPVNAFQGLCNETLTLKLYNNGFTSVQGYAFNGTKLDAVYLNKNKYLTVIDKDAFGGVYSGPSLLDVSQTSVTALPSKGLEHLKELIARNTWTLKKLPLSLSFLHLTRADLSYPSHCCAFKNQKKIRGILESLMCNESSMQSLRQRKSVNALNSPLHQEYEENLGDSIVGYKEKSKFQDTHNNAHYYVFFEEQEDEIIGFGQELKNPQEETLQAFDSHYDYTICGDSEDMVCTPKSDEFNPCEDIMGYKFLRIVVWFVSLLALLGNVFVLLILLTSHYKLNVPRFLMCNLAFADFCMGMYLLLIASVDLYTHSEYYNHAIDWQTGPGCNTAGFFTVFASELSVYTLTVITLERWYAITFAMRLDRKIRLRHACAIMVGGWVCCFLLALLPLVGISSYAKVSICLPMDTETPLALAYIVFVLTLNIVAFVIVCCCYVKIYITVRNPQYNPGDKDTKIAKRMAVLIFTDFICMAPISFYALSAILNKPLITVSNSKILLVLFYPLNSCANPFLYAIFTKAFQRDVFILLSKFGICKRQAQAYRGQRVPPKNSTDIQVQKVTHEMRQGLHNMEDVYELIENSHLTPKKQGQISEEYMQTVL
#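 Antagonism was scored as loss of TSH-driven cAMP in TSHR cells, stimulated with 4nM TSH (EC80) for 2 hours at 37 deg C and detected by homogeneous HTRF competition immunoassay.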
# TCR act: Activators of T cell receptors: qHTS campaign | primary human leukocytes, anti-CD3, IL-2 HTRF, 48 h | Potency, µM (highest dose often 9.22 µM), without a hit: at the top dose activation of IL-2 secretion, usual class: activators | 330,000 tested, under 10 active | AID 504894, 2011; further: % of control where 0% means no effect
#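 TCR engagement came from a-CD3 beads alone, with compounds added to primary human leukocytes for 48 hr. Secreted IL-2 bridged europium cryptate- and d2-labelled anti-IL-2 antibodies, giving FRET emission at 665nm after 320nm excitation.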
# Eya2 phos inh: qHTS Assay for Inhibitors of the Phosphatase Activity of Eya2; recombinant Eya2, OMFP fluorescence dephosphorylation (OMFP is methylfluorescein phosphate); AID 488837, 2010; 330,000 tested, 0.006% active; Potency, µM (top dose mostly 76.9 µM), for inactives: top-dose activity, negative = inhibition, hits mostly inhibitors; Protein phosphatase EYA2 (Homo sapiens), O00167; further: potency means the concentration at half of the fitted maximal effect; on the % scale 0 is the no-effect control and ±100 the full control effect
#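 Eya2 protein (added as 0.2 uM solution) was preincubated with compound for 10 min at ambient temperature in 50 mM HEPES pH 7.5, 50 mM NaCl, 5 uM MgCl2, 0.05% BSA, 1 mM DTT. OMFP (added at 50 uM) then reacted 10 min; fluorescence read at 485/525 nm.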
# uPA generation: qHTS for Inhibitors of Cell Surface uPA Generation; cell surface uPA generation assay, qHTS; Potency, µM (series often up to 38.3 µM), for the others: at the highest dose activity change, negative = inhibition, hits mostly inhibitors; 330,000 tested, 0.31% active; AID 540303, 2011; active means well fitted inhibition curve with a large enough effect; inconclusive means small, poorly fitted or top-dose-only effect; inactive means no such curve, though single readings can be large or run the other way; tested in mouse RAW 264.7 cells; further: potency means the concentration at half of the fitted maximal effect; on the % scale 0 is the no-effect control and ±100 the full control effect; nearly all actives have a fitted effect of over 55% in size
# Numbers without * were called inactive; ? = inconclusive; . = no result given; [ ] = dose if it differs, or a comment. Unless noted, the call rests on the fitted dose curve; in most records, active means well fitted curve in the direction sought with a large enough effect; inconclusive means small, poorly fitted or top-dose-only effect, or another doubt; inactive means no such curve, though single readings can be large; an effect the other way counts as inactive or inconclusive. Hits appear at their usual frequency, and some 3% of all compounds hit somewhere here.
SMILES	USP2a inh	Chronic BCR inh	B2AR arrestin	PTAP TSG101 blk	Mito fusion yeast	ELG1 repair inh	Tb PFK block	TSHR antag	TCR act	Eya2 phos inh	uPA generation
C=CCNC(=O)/C(=C\c1ccco1)NC(=O)c1ccco1	-1%	0%	0.5%	-1%	0%	-6%	-2%	-8	-6%	4%	2%
COc1ccc(-c2c(-c3cc(OC)cc(OC)c3)n(C)c3ccc(-c4ccc(OC)c(F)c4)cc23)cc1	0%	0%	0.1%	-3%	.	?	0%	4	0%	-17%	8%
Cc1ccc(CNC(=O)COC(=O)c2ccc(S(=O)(=O)N(C)C)cc2)cc1	1%	2%	-0.1%	0%	-13%	3%	3%	17	1%	23%	-11%
O=C(Nc1ccccc1)c1cc(S(=O)(=O)N2CCOCC2)cs1	4%	-2%	-0.6%	-2%	-1%	?	0%	-7	2%	7%	1%
CSc1nc(N)nc2c1ncn2CC(=O)NCCCN1CCCC1=O	0%	4%	-0.8%	-3%	.	21%	0%	-1	-1%	-22%	6%
CC1(c2ccc(Cl)cc2Cl)OCC(Cn2ccnc2)O1 (stereo unspecified)	-1%	-2%	-0.3%	2%	1%	?	-2%	-11	6%	9%[15.4 µM]	-9%
Cc1nonc1CN(C)C(=O)CC1C(=O)NCCN1Cc1ccccc1F (stereo unspecified)	3%	-4%	-0.4%	.	2%	-1%	0%	-4	3%	-1%	-4%
CCN(CC)S(=O)(=O)c1ccc(N/N=C/c2ccc(O)cc2O)nc1	-1%	2%	-0.3%	-4%	-6%	?	3%	-1	-4%[46.1 µM]	3%	-12%
CCOc1ccc(C(=O)NC2C(=O)N3C(C(=O)O)=C(COC(C)=O)CSC23)cc1OCC (stereo unspecified)	2%	-3%	-0.2%	0%	18%	?	-1%	-7	1%	5%	0%
Cc1ccc(S(=O)(=O)N(C)c2ccc(C(=O)NCC(c3cccs3)N3CCOCC3)cc2)cc1 (stereo unspecified)	-1%	7%	0.1%	.	-3%	-3%	-2%	3	-2%	0%	1%
Cc1c(/C(O)=C2/C(=O)C(=O)N(CCN3CCOCC3)C2c2cccs2)cnn1-c1ccccc1 (stereo unspecified)	0%	?	-0.2%	0%	-4%	?	-1%	5	-1%	6%	-3%
COc1ccc(C(CNC(=O)C2CC2)N(C)C)cc1 (stereo unspecified)	2%	-1%	2.8%	-7%	3%	19%	0%	45	3%	7%	-5%
O=C(NC(=S)NNC(=O)c1ccc(Cl)cc1Cl)c1cccnc1	0%	?	0.2%	-5%	0%	-10%	-2%	-1	4%[46.1 µM]	2%	-3%
O=C1CN(C(=O)COC(=O)c2ccc([N+](=O)[O-])s2)c2ccccc2N1	2%	6%	-0.4%	-1%	.	-3%	-3%	-3	-4%	-1%	-6%
COc1ccc(CN(C)S(=O)(=O)c2nnc(NC(=O)c3ccccc3OC)s2)cc1OC	-2%	?	0.1%	-8%	9%	?	-1%	-38	6%	10%	-6%
CC(C)c1ccc(NC(=O)C2=NNC(=O)CC2)cc1	-5%	?	0.1%	-1%	6%	?	1%	-6	1%	-3%	-6%
O=C(Nc1nc(-c2ccccc2)c(-c2ccccc2)s1)c1ccc(S(=O)(=O)N2CCCC2)cc1	-2%	5%	-0.5%	-5%	-1%	12%	1%	-7	-5%	-16%	4%
Cc1cc(NC(=O)c2ccc(Cn3cc([N+](=O)[O-])cn3)o2)no1	3%	0%	-0.1%	-3%	4%	4%	1%	-5	-8%	-6%	4%
CCOC(=O)CCC(=O)Nc1cccc([N+](=O)[O-])c1	1%	2%	2.5%	-1%	-1%	3%	-8%	8	-2%[46.1 µM]	0%	-1%
O=C(CNc1cccc(S(=O)(=O)N2CCOCC2)c1)N1CCc2ccccc21	-1%	-20%	-0.2%	-13%	1%	23%	3%	15	-1%	-8%	?
CCOCCCNC(=O)c1ccccc1OC1CCN(S(C)(=O)=O)CC1	3%	7%	-0.4%	-5%	-13%	7%	-10%	7	8%	0%	10%
O=C(CSc1ccc(C(F)(F)F)cc1[N+](=O)[O-])Nc1ccccc1	0%	0%	-0.7%	-4%	1%	?	0%	-18	-2%	4%	3%
Nc1nc(N2CCOCC2)cc(=O)[nH]1	5%	-25%	-0.6%	-5%	3%	1%	1%	12	1%	4%	8%
COc1ccc(S(=O)(=O)N2CCCCCC2)cc1C(=O)N(C)CC(=O)Nc1c(Cl)cccc1Cl	1%	-7%	-0.3%	-4%	1%	-8%	-4%	-3	-1%	-21%	-3%
COc1ccc(-n2c(=O)c3ccccc3n(CC(=O)NC3CCCC3)c2=O)c(OC)c1	-1%	-1%	-0.4%	-7%	0%	18%	-5%	9	-6%	-4%	-2%
CC1CCN(C(=O)c2ccc(NC(=O)C3CCCO3)cc2)CC1 (stereo unspecified)	-1%	3%	-0.7%	-5%	-1%	13%	-3%	0	-2%	-28%	-1%
CCOc1ccc(Cc2nnc(SCC(=O)Nc3c(C)cccc3C)[nH]c2=O)cc1	-2%	2%	-0.4%	-1%	1%	10%	-9%	4	-48%	2%	2%
COc1ccccc1N1CCN(S(=O)(=O)CCNC(=O)C2CCCC2)CC1	2%	1%	0.2%	-1%	-15%	1%	2%	2	-6%	6%	-6%
COC(=O)c1c(NC(=O)CC2SC(N)=NC2=O)sc2c1CCCC2 (stereo unspecified)	1%	3%	0.0%	-4%	1%	3%	7%	-8	1%	-19%	11%
Cc1nc2ccccc2nc1NS(=O)(=O)c1ccc(N)cc1	-2%	4%	-1.0%	-2%	0%	?	0%	13	3%	-3%	0%

SMILES	USP2a inh	Chronic BCR inh	B2AR arrestin	PTAP TSG101 blk	Mito fusion yeast	ELG1 repair inh	Tb PFK block	TSHR antag	TCR act	Eya2 phos inh	uPA generation
Nc1cc(N)nc(SCC(=O)NCCC2=CCCCC2)n1	1%	8%	1.0%	-1%	-4%	1%	0%	2	6%	16%	-20%
COc1ccc(CNC(=O)CCNS(=O)(=O)c2cc(Br)cnc2N)cc1	-2%	-2%	0.1%	-6%	-16%	?	1%	6	-2%	-2%	9%
O=c1cccccc1NN=C1CCCCCC1	-1%	?	4.8%	-9%	-3%	?	-6%	-3	2%	-1%	2%
CCCCOc1[nH]c2nc(-c3ccco3)n(Cc3ccco3)c(=N)c2c1C#N	1%	14%	-0.1%	-7%	?	-25%	-1%	-18	0%	-16%	-7%
Cc1ccc(C(=O)Nc2ccc(S(=O)(=O)N3CCOCC3)cc2)cc1C	0%	?	-0.3%	-6%	5%	?	-8%	2	5%	-4%	19%
Cc1c(C)[n+](=O)c(-c2ccco2)c(C)n1[O-]	2%	4%	0.3%	-2%	2%	-5%	-1%	-2	-8%	6%	.
Cc1[nH]n(-c2ccccc2)c(=O)c1C(c1ccc(C(=O)O)cc1)c1c(C)[nH]n(-c2ccccc2)c1=O	0%	-1%	-1.7%	2%	-2%	-1%	20%	-2	2%[46.1 µM]	7%	2%
CC(C)(C)C(=O)Nc1nnc(SCC(=O)NCc2cccs2)s1	-3%	4%	0.0%	-6%	-2%	-15%	4%	-4	.	-16%	3%
